Dicer processing: inhibitors of human Dicer processing of pre-microRNA; 47,000 tested, 6% active; cat-ELCCA pre-miR-21 Dicer processing, chemiluminescence; stronger effect = higher value; Q9UPY3; z-score at 25 µM; in the data active = z-score above about 3, passing the limit was not always enough;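 note: plate controls were vehicle for no effect and no enzyme for full effect; higher signal means more uncleaved substrate so more Dicer inhibition; strong numbers were not always called active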
Target sequence (Q9UPY3 whole entry, looked up): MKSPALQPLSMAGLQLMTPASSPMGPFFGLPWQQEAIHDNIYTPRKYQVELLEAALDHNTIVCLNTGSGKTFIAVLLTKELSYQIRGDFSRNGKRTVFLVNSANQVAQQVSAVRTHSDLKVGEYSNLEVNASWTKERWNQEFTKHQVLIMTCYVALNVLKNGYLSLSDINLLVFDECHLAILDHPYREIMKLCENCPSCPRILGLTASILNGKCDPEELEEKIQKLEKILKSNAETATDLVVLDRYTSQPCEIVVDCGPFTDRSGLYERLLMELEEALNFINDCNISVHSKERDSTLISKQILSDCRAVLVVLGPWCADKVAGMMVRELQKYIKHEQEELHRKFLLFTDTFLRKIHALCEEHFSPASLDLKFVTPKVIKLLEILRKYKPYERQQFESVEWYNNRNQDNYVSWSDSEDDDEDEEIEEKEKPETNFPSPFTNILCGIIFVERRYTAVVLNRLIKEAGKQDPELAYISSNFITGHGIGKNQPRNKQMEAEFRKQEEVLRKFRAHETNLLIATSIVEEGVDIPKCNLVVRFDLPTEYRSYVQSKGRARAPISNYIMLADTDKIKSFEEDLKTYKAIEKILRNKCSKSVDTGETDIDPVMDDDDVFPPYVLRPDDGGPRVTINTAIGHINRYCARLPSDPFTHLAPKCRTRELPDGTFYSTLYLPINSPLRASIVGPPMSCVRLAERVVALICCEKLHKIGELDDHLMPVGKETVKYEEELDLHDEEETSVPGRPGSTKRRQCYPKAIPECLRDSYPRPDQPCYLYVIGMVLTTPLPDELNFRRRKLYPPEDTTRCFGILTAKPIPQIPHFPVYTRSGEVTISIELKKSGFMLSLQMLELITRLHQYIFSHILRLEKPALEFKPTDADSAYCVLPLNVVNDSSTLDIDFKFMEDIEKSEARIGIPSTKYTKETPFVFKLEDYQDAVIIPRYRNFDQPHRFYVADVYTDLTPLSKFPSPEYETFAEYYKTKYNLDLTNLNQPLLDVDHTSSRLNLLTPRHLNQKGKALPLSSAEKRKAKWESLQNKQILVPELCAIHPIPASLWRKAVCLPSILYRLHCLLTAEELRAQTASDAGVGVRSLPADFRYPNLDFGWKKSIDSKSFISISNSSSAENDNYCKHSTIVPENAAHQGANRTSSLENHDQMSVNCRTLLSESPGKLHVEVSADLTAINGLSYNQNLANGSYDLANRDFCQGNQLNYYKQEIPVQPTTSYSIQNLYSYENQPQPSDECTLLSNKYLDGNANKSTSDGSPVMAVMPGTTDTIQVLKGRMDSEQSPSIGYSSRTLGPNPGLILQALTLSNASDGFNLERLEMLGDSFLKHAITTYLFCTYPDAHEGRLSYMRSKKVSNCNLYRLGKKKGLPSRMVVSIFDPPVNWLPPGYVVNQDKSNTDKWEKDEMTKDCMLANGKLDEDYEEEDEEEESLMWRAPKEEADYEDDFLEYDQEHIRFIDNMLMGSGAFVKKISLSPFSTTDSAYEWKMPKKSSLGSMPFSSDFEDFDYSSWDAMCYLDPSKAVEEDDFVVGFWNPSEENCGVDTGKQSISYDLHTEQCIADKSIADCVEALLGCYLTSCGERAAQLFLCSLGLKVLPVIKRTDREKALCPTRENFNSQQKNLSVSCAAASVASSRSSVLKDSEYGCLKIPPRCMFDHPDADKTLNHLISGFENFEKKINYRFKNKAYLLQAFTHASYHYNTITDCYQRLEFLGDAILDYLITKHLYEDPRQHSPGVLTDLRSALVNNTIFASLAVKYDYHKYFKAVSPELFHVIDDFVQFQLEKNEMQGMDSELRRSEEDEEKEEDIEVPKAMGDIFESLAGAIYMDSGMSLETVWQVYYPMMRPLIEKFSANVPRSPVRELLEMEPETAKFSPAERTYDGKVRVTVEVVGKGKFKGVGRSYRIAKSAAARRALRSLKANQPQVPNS
* marks the source's active call; other numbers are inactive results; & = joins results of further samples.

SMILES	Dicer processing
O=C(O)c1c(O)cnc2ccccc12	-0.36
O=C1CC(N2CCN(C(c3ccccc3)c3ccccc3)CC2)C(=O)N1c1cccc(Cl)c1 (stereo not drawn)	-0.21
CCOC(=O)c1cc(-c2ccccc2)sc1NC(=O)c1ccccc1F	1.1
Cc1nc2c3c4c(sc3ncn2n1)CCC4	0
Cc1cc(SCc2[nH]nc3oc(=O)cc(C)c23)c(Cl)cc1Cl	-0.93
CCCCC(Nc1ncnc2ccc(Br)cc12)C(=O)O (stereo not drawn)	3.9*
CCOc1nc(-c2ccccc2)ccc1-c1noc(-c2ccc(OC)c(OC)c2)n1	0.77
COc1ccc(-c2oc3ncn4nc(-c5ccccn5)nc4c3c2-c2ccc(OC)cc2)cc1	-1.1
CC(C)COC(=O)NC(C)C(=O)O (stereo not drawn)	-0.02
CCN(CC)CCSc1nnc2c3cc(F)ccc3n(C)c2n1	-1.2
COCCn1c2c(c(=O)[nH]c1=O)C(c1ccc(C(=O)O)cc1)C1=C(N2)c2ccccc2C1=O (stereo not drawn)	-0.92
CCOC(=O)c1cnc(C(F)(F)F)nc1Sc1n[nH]c(-c2cc(Cl)cc(Cl)c2)n1	-0.46
CN(C)CCOC(c1ccc(Cl)cc1)c1ccccn1 (stereo not drawn)	-0.18
CN(C)Cc1c(O)ccc2c(=O)c(Oc3ccc4ccccc4c3)c(C(F)(F)F)oc12	-0.51
COc1ccc(Cc2nnc(Nc3c(C)cccc3C)o2)cc1OC	2.1
CCN(CC)CCNc1ncnc2c1sc1nc3c(cc12)COC(C)(C)C3	0.98
COc1ccc(COCC(O)CNC2Cc3ccccc3C2)cc1 (stereo not drawn)	-0.64
O=C1O[C@H]([C@@H](O)CO)C(O)=C1O	1.2
O=C1OC(c2ccccc2Cl)Sc2ccccc21 (stereo not drawn)	1.5
CCOc1ccc(-c2c(C)sc3ncn(C(C)C(=O)O)c(=O)c23)cc1 (stereo not drawn)	0.23

A portion taken from the entries so far, for reference:
SMILES	Dicer processing
O=C(O)c1c(O)cnc2ccccc12	-0.36
O=C1CC(N2CCN(C(c3ccccc3)c3ccccc3)CC2)C(=O)N1c1cccc(Cl)c1 (stereo not drawn)	-0.21
CCOC(=O)c1cc(-c2ccccc2)sc1NC(=O)c1ccccc1F	1.1
Cc1nc2c3c4c(sc3ncn2n1)CCC4	0
Cc1cc(SCc2[nH]nc3oc(=O)cc(C)c23)c(Cl)cc1Cl	-0.93
CCCCC(Nc1ncnc2ccc(Br)cc12)C(=O)O (stereo not drawn)	3.9*
CCOc1nc(-c2ccccc2)ccc1-c1noc(-c2ccc(OC)c(OC)c2)n1	0.77
COc1ccc(-c2oc3ncn4nc(-c5ccccn5)nc4c3c2-c2ccc(OC)cc2)cc1	-1.1
CC(C)COC(=O)NC(C)C(=O)O (stereo not drawn)	-0.02
CCN(CC)CCSc1nnc2c3cc(F)ccc3n(C)c2n1	-1.2
COCCn1c2c(c(=O)[nH]c1=O)C(c1ccc(C(=O)O)cc1)C1=C(N2)c2ccccc2C1=O (stereo not drawn)	-0.92
CCOC(=O)c1cnc(C(F)(F)F)nc1Sc1n[nH]c(-c2cc(Cl)cc(Cl)c2)n1	-0.46
CN(C)CCOC(c1ccc(Cl)cc1)c1ccccn1 (stereo not drawn)	-0.18
CN(C)Cc1c(O)ccc2c(=O)c(Oc3ccc4ccccc4c3)c(C(F)(F)F)oc12	-0.51
COc1ccc(Cc2nnc(Nc3c(C)cccc3C)o2)cc1OC	2.1
CCN(CC)CCNc1ncnc2c1sc1nc3c(cc12)COC(C)(C)C3	0.98
COc1ccc(COCC(O)CNC2Cc3ccccc3C2)cc1 (stereo not drawn)	-0.64
O=C1O[C@H]([C@@H](O)CO)C(O)=C1O	1.2
O=C1OC(c2ccccc2Cl)Sc2ccccc21 (stereo not drawn)	1.5
CCOc1ccc(-c2c(C)sc3ncn(C(C)C(=O)O)c(=O)c23)cc1 (stereo not drawn)	0.23

Carrying on.
SMILES	Dicer processing
Cn1cc(Cl)c(C(=O)Nc2ccncc2)n1	0.83
CC(C)(C)NCC(O)COc1nsnc1N1CCOCC1 (stereo not drawn)	-0.44
COc1ccc(C(CC(=O)c2cccs2)Sc2ccccc2N)c(Cl)c1OC (stereo not drawn)	-2.9
CCOCCOC(=O)C1=C(C)NC2=C(C(=O)CC(C)(C)C2)C1c1ccc(O)c(OC)c1 (stereo not drawn)	-0.58
CCOC(=O)c1c(C)oc2ccc(NS(=O)(=O)c3cccc4cccnc34)cc12	-1.6
CC(C)(C)c1ccc(C(=O)O)cc1[N+](=O)[O-]	0.74
CCc1oc2cc(O)ccc2c(=O)c1-c1nc2ccccc2n1C	1.8
Cc1cc(-c2ccccc2)cc(-c2ccccc2)[o+]1	0.56
O=C1/C(=C\c2cc([N+](=O)[O-])ccc2SC2CCCCC2)SC(=S)N1c1ccccc1Cl	0.52
Cc1c(S(=O)(=O)N(C)c2ccccc2)sc2ccc(Cl)cc12	0.24
CSc1scc(-c2cccs2)c1C#N	-1.1
COc1ccccc1N1CCN(Cc2cc(Br)c(O)c3ncccc23)CC1	-1.7
Cc1ccc(C2=NN3C(C2)c2ccccc2OC3c2ccncc2)cc1 (stereo not drawn)	6.9*
CCOC(=O)Cc1csc2nc(=O)c3c(C)c(C)sc3n12	0.86
O=C(Oc1c(-c2ccccc2)c(=O)n2c3c(cccc13)CCC2)c1ccc(Cl)cc1	-0.17
Cc1ccc(NC(=O)C2Sc3nnc(C)n3NC2c2ccc(F)cc2)c(Br)c1 (stereo not drawn)	0.25
Nc1nc(N)c(Cc2ccccc2)cc1Cc1ccccc1	0.11
CC1CCN(CC[C@H]2CCCN2S(=O)(=O)c2cccc(O)c2)CC1	-0.44
O=C1c2cccc3c(Sc4ccccc4)ccc(c23)C(=O)N1Cc1ccccc1	5.2*
CCCc1nn(-c2ccc(Cl)cc2)cc1C(=O)Nc1ccc(Cl)cc1	-1.2
CCOC(=O)C1=NN(c2ccccc2)C2(C(=O)c3ccccc3C2=O)C1c1ccc(Cl)cc1 (stereo not drawn)	-0.68
CNC(=O)C(CC(C)C)NC(=O)OC(C)(C)C (stereo not drawn)	-0.45
CC(N/C=C(\C#N)c1nn[nH]n1)C(C)(C)C (stereo not drawn)	0.2
N/C(=N\OC(=O)c1ncc(C(F)(F)F)cc1Cl)c1ccc(C(F)(F)F)cn1	-0.9
Cc1cc(C)c(C#N)c(Nc2ccc(-c3ccccc3)cc2)n1	1.3
Cn1cnc([N+](=O)[O-])c1Sc1ncnc2nc[nH]c12	-0.54&0.57
CCn1nc(-c2ccncc2)nc2c(=O)n(C)c(=O)nc1-2	-6.4
CCOC(=O)C1=C(C)Nc2ccc(C)cc2S1	-2.6
C=CCNC(=O)c1cc2ccccc2o1	1.6
Cc1cc(C)cc(NS(=O)(=O)c2ccc3[nH]c(=O)[nH]c3c2)c1	-0.23
CC1=C(C(=O)OC(C)C)C(c2cccnc2)C2=C(CCCC2=O)N1 (stereo not drawn)	0.13
Cc1cc(Cl)ccc1OCC(=O)NCCOC(=O)Nc1sc(=S)n(C)c1C	-0.19
CC(C)c1ccc(C2c3c(oc4ccccc4c3=O)C(=O)N2CCCN2CCOCC2)cc1 (stereo not drawn)	0.32
Cc1sc2c(c1C)C(=O)/C(=C\Nc1ccc(Cl)cc1)S(=O)(=O)N2C	0.01
COC(=O)c1cc(/C=C2\CSc3ccc(Cl)cc3C2=O)cn1C	16
Cn1c(N/N=C/c2ccc3ccccc3n2)nc2c1c(=O)n(Cc1ccccc1Cl)c(=O)n2C	0.33
Oc1ccccc1C1=NN2C(C1)c1ccccc1OC2c1cccs1 (stereo not drawn)	6.8
CCOC(=O)C1(C#N)C(c2ccccc2)C(c2cccs2)=NN1c1ccc([N+](=O)[O-])cc1 (stereo not drawn)	-0.27
CCc1ccnc(NC(=O)c2ccccc2)c1	1.1
CC1O[C@]2(C)OC1[C@]1(C)OC(C)[C@H]2O1 (stereo partly drawn)	-0.31
COC(=O)/C(=C\Nc1ccc(Sc2ccc(Cl)cc2)nc1)NC(=O)c1ccccc1	-0.21
COc1ccc(OC)c(N2C(=O)CC(Cc3ccc(Cl)cc3)C2=O)c1 (stereo not drawn)	0.3
CCOC(=O)c1cnn(-c2ccccc2)c1NC(=O)CSc1nc2ccccc2s1	-0.86
CCOC(=O)c1ccc([N+](=O)[O-])c(C)c1	-2.5
COC(=O)c1ccc(C2c3c(oc4ccc(C)cc4c3=O)C(=O)N2Cc2ccc3c(c2)OCO3)cc1 (stereo not drawn)	2.1
CC(O)CNc1nc2c(c(=O)n(C)c(=O)n2C)n1Cc1cccc(Br)c1 (stereo not drawn)	2.8
CC(C)(C)NC1CC(=O)N(c2ccccc2)C1=O (stereo not drawn)	-2.2
C=CCn1c(Sc2ncnc3c2sc2nc(C)cc(C)c23)nnc1-c1ccc(Cl)cc1	0.22
Cc1ccc(S(=O)(=O)Nc2cc(S(=O)(=O)c3ccc(C)cc3)c(O)c3ncccc23)cc1	-1.3
Nc1ccc2oc(-c3cccc(-c4nc5cc(N)ccc5o4)n3)nc2c1	-4.8
Cc1nn(S(=O)(=O)c2ccc(Cl)cc2)cc1-c1ccccc1	0.11
Cc1ccc(-c2nc(NC(=O)Nc3ccc(C(F)(F)F)cc3)sc2C)cc1Cl	-2
Cc1csc2c(N(C)CCO)ncnc12	0.45
CCOC(=O)c1ccc2c(c1)CC/C(=C\c1cccc(Oc3ccccc3)c1)C2=O	-1.6
COC(=O)c1ccc(C2Oc3ccccc3C3CC(c4cccs4)=NN32)cc1 (stereo not drawn)	1.7
O=C1C(=O)N(CCCn2ccnc2)C(c2ccccc2F)/C1=C(\O)c1ccc(Br)cc1 (stereo not drawn)	-0.27
CCOc1ccc(N2C(=O)CC(N3CCC(N4CCCCC4)CC3)C2=O)cc1 (stereo not drawn)	-0.96
COc1cccc2c1NC(c1cccc3ccccc13)C1CC=CC21 (stereo not drawn)	-3
c1ccc(CSc2nn3cnnc3s2)cc1	-2.2
CCCc1ccc(-c2nc(CS(=O)(=O)C(C)(C)C)no2)cc1	-1.1
The list continues:
SMILES	Dicer processing
O=C(c1nn2c(c1Cl)NC(c1cccs1)CC2C(F)(F)F)N1CCCc2ccccc21 (stereo not drawn)	2.8
Cc1oc(S(=O)(=O)N(C)C)cc1C(=O)Nc1ccc(F)cc1	1.1
Cc1ccc(N2C(=O)CSC2c2ccc(Cl)c(Cl)c2)cc1Cl (stereo not drawn)	5.6
CCOC(=O)C(C=Nc1ccc(Cl)cc1Cl)C(C)=O (stereo not drawn)	-0.65
Cc1cc2c(cc1C)CSC(c1ccccc1)SC2	-0.12
FC(F)(F)c1nn2cc(-c3ccccc3)nc2s1	0.72
O=C1C(C2=NC(c3ccccn3)C3C(=O)N(c4ccc(OC(F)(F)F)cc4)C(=O)C23)=C(O)c2ccccc21 (stereo not drawn)	1.9
Cc1c(OCC(=O)O)ccc2c1oc(=O)c1ccccc12	-0.16
O=C(Nc1ccc2ccccc2n1)c1cc(Cl)sc1Cl	-0.11
CC(=O)NCc1ccccc1S(=O)c1ccccc1C(=O)O (stereo not drawn)	-1.2
N/C(=N\O)c1cnn2c(-c3cccc(C(F)(F)F)c3)ccnc12	3.8
c1ccc(-c2noc(CCC3CCCCC3)n2)nc1	-0.67
Cc1nc(-c2ccccn2)nc(N(C)Cc2ccccc2)c1Cl	0.98
N=C(N)SCc1ccc(F)cc1	0.2
Cn1cncc1CC1COC(=O)C1C(O)c1ccccc1 (stereo not drawn)	8.3
C/C(=N\OC(=O)Nc1c(-c2c(Cl)cccc2Cl)noc1C)c1ccc(F)cc1	0.81
O=C(CSc1nnc(-c2ccccc2)c(-c2ccccc2)n1)N1CCc2ccccc21	-0.32
Cc1noc(C)c1-c1nc(CN2C(=O)c3ccccc3S2(=O)=O)no1	-0.29
CN1CCc2ccccc2C1Cc1ccccc1NS(=O)(=O)c1cc(Cl)c(Cl)cc1Cl (stereo not drawn)	-1.1
COc1ccc(C)c(-n2c(=O)n(Cc3ccccc3)c(=O)c3[nH]cnc32)c1	-2.4
Cc1cc(=O)[nH]c(SCc2ccc(Cl)cc2)n1	0.25
FC(F)(F)COc1ccc(-c2nc(-c3ccc(Cl)cc3)cs2)cn1	0.81
CC(C)c1ccc(N=C2CC(=O)NN2)cc1	-0.79
C=CC(c1ccccc1)C(C(=O)c1ccccc1)N(C)C (stereo not drawn)	0.56
CCOC(=O)N1CCc2c(sc3ncn(CC(=O)c4ccccc4)c(=O)c23)C1	-1.2
NC(=O)CSc1nc2c(c(=O)n1-c1ccccc1)C1(CCCCC1)Cc1ccccc1-2	1.1
CCN(CC)c1ccc(Nc2nc(-c3cccnc3)cs2)cc1	0.14
Cc1[nH][nH]c(=O)c1C(c1c(C)[nH][nH]c1=O)c1c[nH]c2ccccc12	-6.8
Cc1ccc(NC(=O)C2Sc3nnc(C)n3NC2c2ccc(C)cc2)cc1 (stereo not drawn)	0.26
CCc1c(C)nc2nc(N)[nH]n2c1=O	0.42
Cc1nn2c(-c3cccc(NS(=O)(=O)c4ccc(F)cc4)c3)nnc2c2ccccc12	1.3
NCCc1nnc(SCc2ccc(F)cc2)o1	-1.4
CCOC(=O)CNC(=O)c1ccccc1C(=O)NCC(=O)OCC	0.52
O=C(O)CC1(CC(=O)Nc2ccc3sccc3c2)CCCCC1	-0.07
Cc1ccc(C(=O)CSc2nc(N)c(C(=O)c3ccc(C)cc3)s2)cc1	-5.1
COc1ccc(C2C(C#N)=C(N)Oc3n[nH]c(C)c32)cc1OCc1ccc(Cl)cc1 (stereo not drawn)	-5
O=C(/C=C/Sc1ccc(C(F)(F)F)cn1)c1ccc(F)cc1	-0.98
COc1ccccc1C1Oc2ccccc2C2CC(c3cccnc3)=NN21 (stereo not drawn)	2.4
CC1=CC(C)(C)N(C(=O)CSc2nnc(C)s2)c2ccccc21	0.52
CCN(CC)CCCNS(=O)(=O)c1c(C)c(C)c(C)c(C)c1C	2.4
Cc1ccc(C2SCC(=O)N2c2ccc3ccccc3c2)cc1 (stereo not drawn)	-0.71
O=S(=O)(Nc1cc(F)ccc1F)c1ccc(NC(=S)Nc2ccc(C(F)(F)F)cc2)cc1	0.41
O=c1cc(-c2ccccc2)cc(-c2ccccc2)o1	-0.04
OCCN1CCN(c2ncnc3scc(-c4ccc(F)cc4)c23)CC1	1.4
CCOC(=O)c1c(OCC)[nH]c2c1cc(O)c1ccccc12	-5.3

Not all compounds are listed; count on the stated rates, not on these rows.
